Screening data deposited in PubChem BioAssay by Sanford-Burnham Center for Chemical Genomics.
Jurkat NFkB inh – lowers PMA/ionomycin-induced NF-kB signal in Jurkat cells. 0.53% of 330,000 active. inhibition, % at 4 µM. PMA/ionomycin-induced NF-kB luciferase reporter, luminescence; in the data active = inhibition above about 50%
UPR CHOP act – apoptotic UPR (CHOP) activation; activation, % at 10 µM; CHO-CHOP luciferase reporter, luminescence; percent of tunicamycin response over DMSO baseline; 0.34% of 330,000 active;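 active = at 10 µM dose, activation of 40% or more, normalized to positive control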;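 note: 100% = tunicamycin at 10 µg/mL and 0% = DMSO alone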
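System: CHO-CHOP luciferase reporter cell line; amount: 500 cells/well; buffer or medium: F12 medium containing 10% fetal bovine serum; incubation: 6 h compound exposure at 37 °C after overnight seeding; measured by: luciferase luminescence after 10 min with Steady-Glo reagent; evaluation: % reporter activation, DMSO baseline versus tunicamycin full activation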
Mdm2-MdmX inh – human Mdm2/MdmX binding inhibition; O15151+Q00987; SaOS-2 split-luciferase Mdm2/MdmX complementation, luminescence; inhibition, % at 8 µM; 3% of 330,000 active;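 active = inhibition of at least 50% at 8 µM in the primary screen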
Target sequence (O15151 whole entry, looked up): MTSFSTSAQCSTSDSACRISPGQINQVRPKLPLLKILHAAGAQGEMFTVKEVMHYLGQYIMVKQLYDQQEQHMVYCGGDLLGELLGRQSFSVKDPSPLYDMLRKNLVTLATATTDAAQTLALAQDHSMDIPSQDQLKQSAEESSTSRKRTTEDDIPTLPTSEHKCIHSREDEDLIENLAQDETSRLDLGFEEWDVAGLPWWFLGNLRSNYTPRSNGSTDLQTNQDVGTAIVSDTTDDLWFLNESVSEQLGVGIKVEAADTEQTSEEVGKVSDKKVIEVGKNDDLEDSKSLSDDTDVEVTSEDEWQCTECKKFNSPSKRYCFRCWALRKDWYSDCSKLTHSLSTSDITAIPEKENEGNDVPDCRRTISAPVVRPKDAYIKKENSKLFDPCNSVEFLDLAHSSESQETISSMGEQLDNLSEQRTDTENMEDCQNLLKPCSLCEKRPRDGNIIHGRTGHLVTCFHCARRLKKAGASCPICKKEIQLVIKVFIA
Target sequence (Q00987 whole entry, looked up): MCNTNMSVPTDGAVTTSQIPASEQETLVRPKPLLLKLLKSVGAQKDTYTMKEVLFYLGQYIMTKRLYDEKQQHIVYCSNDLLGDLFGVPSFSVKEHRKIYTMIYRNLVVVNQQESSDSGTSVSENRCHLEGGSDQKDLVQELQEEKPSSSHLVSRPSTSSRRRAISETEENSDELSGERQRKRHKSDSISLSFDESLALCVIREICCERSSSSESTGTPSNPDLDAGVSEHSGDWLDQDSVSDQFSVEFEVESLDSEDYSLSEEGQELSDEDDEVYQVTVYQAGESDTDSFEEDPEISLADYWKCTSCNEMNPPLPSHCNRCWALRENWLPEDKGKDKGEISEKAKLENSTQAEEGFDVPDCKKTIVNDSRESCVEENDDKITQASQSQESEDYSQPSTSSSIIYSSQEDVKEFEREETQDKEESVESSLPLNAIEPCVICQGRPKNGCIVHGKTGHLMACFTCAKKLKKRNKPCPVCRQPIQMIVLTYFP
TIM10 inh – inhibits growth of TIM10 yeast strain; S. cerevisiae TIM10 strain growth, BacTiter-Glo luminescence, 24 h; inhibition, % at 10 µM; 1.4% of 330,000 active;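 active = inhibition of 40% or more at the single tested concentration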;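 note: wild-type TIM10 isogenic control strain grown at permissive 25 °C; 0% = DMSO yeast wells and 100% = minimal medium wells without yeast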
697 NFkB inh – inhibitors of the PMA/ionomycin-induced NF-kB reporter in 697 B cells | 697 B-cell NF-kB luciferase reporter, 16 h | AID 435022 | inhibition, % at 4 µM | 0.33% of 330,000 active; in the data active = inhibition above about 35%
tim10-1 inh – inhibits growth of tim10-1 mutant yeast | S. cerevisiae tim10-1 ts strain growth, BacTiter-Glo, 24 h | 2.2% of 330,000 active | inhibition, % at 20 µM | AID 463190;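 active = inhibition of at least 40%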;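 note: mutant grown at 25 °C; 0% = DMSO wells with yeast and 100% = wells holding no yeast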
tim23-1 inh – growth inhibitors of tim23-1 mutant yeast; AID 463212; 1.3% of 330,000 active; inhibition, % at 20 µM; S. cerevisiae tim23-1 growth, BacTiter-Glo luminescence, 24 h;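 active = growth inhibition of the mutant yeast at or above 50%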;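 note: temperature-sensitive mutant grown at 25 °C; plate controls were DMSO-treated mutant yeast for no effect and medium wells lacking yeast for full effect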
UPR XBP1 act – activators of adaptive arm of unfolded protein response (XBP1); CHO-XBP1 luciferase reporter, IRE1-XBP1 UPR activation, luminescence; percent of tunicamycin response, DMSO as zero; activation, % at 20 µM; 0.33% of 330,000 active; AID 463104;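 active = versus positive control, 20 µM dose yields 30% or more activation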;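 note: 100% = tunicamycin at 10 µg/mL and 0% = DMSO only wells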
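Material: CHO-XBP1 cells stably carrying IRE1-XBP1-driven luciferase reporter | Medium: F12 with 10% serum | Compound dosing: 20 µM single concentration, DMSO 1% | Incubation: Overnight seeding at 37 °C, 6 h compound treatment at 37 °C | Detection: Steady-Glo luminescence read | Read-out basis: % activation of reporter signal versus tunicamycin and DMSO controls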
Active calls of the source: *.

SMILES	Jurkat NFkB inh	UPR CHOP act	Mdm2-MdmX inh	TIM10 inh	697 NFkB inh	tim10-1 inh	tim23-1 inh	UPR XBP1 act
CCC(C)NC(=O)CO/N=C/c1ccc(C(=O)OC)cc1 (stereo not drawn)	-1	-1.3	11	7	-10	18	-9	-2
O=C(Nc1cc(S(=O)(=O)N2CCCC2)ccc1Cl)c1ccncc1	3	1.6	34	1	-7	3	11	-2
Cc1cc(NC(=O)c2ccco2)ccc1-n1cnnn1	-31	3.9	-11	12	-50	8	2	1
C=CCNC(=S)Nc1sc2c(c1C(=O)OCC)CCN(C(=O)OCC)C2	8	0.2	5	10	8	0	-1	-3
O=C(Nc1ccc(N2CCCCC2)cc1)c1ccc2c(c1)OCCO2	-109	3.5	-84	8	-164	20	2	0
COc1ccc(-n2c(SCC(=O)NCC3CCCO3)nc3c([nH]c4ccccc43)c2=O)cc1 (stereo not drawn)	9	0.5	15	-10	15	4	9	-4
CC(CC(=O)Nc1nc2ccccc2[nH]1)n1ccnc1 (stereo not drawn)	1	1.8	13	-11	26	8	6	-1
Cc1ccnc(N/C=C(/NC(=O)c2ccccc2)C(=O)N/N=C\c2ccc(Cl)cc2)n1	13	6.1	-2	-22	34	4	15	0
Cc1cccc(C)c1NC(=O)CSCC(=O)O	-12	-1.3	14	-23	0	2	3	5
COc1cc2[nH]c(=S)n(C3CC3)c(=O)c2cc1OC	15	4.1	6	6	27	16	2	1
COc1cc(C(=O)N2CCC(NC(=O)C(Cc3ccccc3)NC(C)=O)CC2)cc(OC)c1OC (stereo not drawn)	12	-2.9	5	-2	3	-3	9	-3
Cc1cccc(N(C)c2ncnc3onc(-c4ccc(F)cc4)c23)c1C	15	0.6	37	11	2	35	46	-1
CC(=O)N1CCN(c2ccc(NC(=S)NC(=O)/C=C/c3ccccc3)cc2)CC1	6	3.4	17	1	0	6	10	5
CCOC(=O)NC(=O)c1cn(N(C)c2ncc(C(F)(F)F)cc2Cl)c(=O)[nH]c1=O	-8	1.3	-10	-7	4	2	5	-2
COc1ccc(NC(=O)C2=CC(c3ccc(C)cc3)=NS(=O)(=O)N2C)cc1OC	-3	1.7	21	2	6	8	3	-3
Cc1ccc2nc(NCC(=O)O)nc(-c3ccccc3)c2c1	-2	0.6	11	16	-27	17	15	9
Cc1cc(C(=O)Nc2ccc(F)cc2)c2ccccc2n1	-26	2.9	-3	-3	-30	-10	-3	-3
Cc1ccc(NC(=O)CSc2ccc(-c3cccnc3)nn2)cc1Cl	18	5.0	15	-17	24	-16	-10	-2
Cc1cc(C(=O)N2CCN(CCc3ccccc3)CC2)no1	-8	-1.0	-13	-5	20	6	20	0
COc1ccc(Nc2ccccc2NC(=O)c2ccccc2Br)cc1	-19	0.3	17	5	-24	24	32	-7
S=C(CN1CCCC1=S)NCCc1ccccc1	10	1.1	23	21	10	15	-2	-1
COc1ccc(CCNC(=O)COC(=O)c2ccc(N3CCCC3=O)cc2)cc1OC	-3	0.9	15	-7	3	7	7	-7
CCOc1cc(/C=C2\N=C(C)OC2=O)cc(Br)c1OCCc1ccccc1	12	-0.7	13	29	-3	21	30	-3
Cc1[nH]c(=O)[nH]c(=O)c1S(=O)(=O)NCCOC12CC3CC(CC(C3)C1)C2	-6	0.1	19	8	-8	-13	1	2
CCOC(=O)c1cc(-c2ccccc2)sc1NC(=S)Nc1cccc(C)n1	7	2.2	12	5	-10	6	-5	1

Arranged by count of non-hydrogen atoms (ascending): three of the compounds above
SMILES	Jurkat NFkB inh	UPR CHOP act	Mdm2-MdmX inh	TIM10 inh	697 NFkB inh	tim10-1 inh	tim23-1 inh	UPR XBP1 act
Cc1cccc(C)c1NC(=O)CSCC(=O)O	-12	-1.3	14	-23	0	2	3	5
CCC(C)NC(=O)CO/N=C/c1ccc(C(=O)OC)cc1 (stereo not drawn)	-1	-1.3	11	7	-10	18	-9	-2
C=CCNC(=S)Nc1sc2c(c1C(=O)OCC)CCN(C(=O)OCC)C2	8	0.2	5	10	8	0	-1	-3

Back to the main list, starting 2 compounds before the break.
SMILES	Jurkat NFkB inh	UPR CHOP act	Mdm2-MdmX inh	TIM10 inh	697 NFkB inh	tim10-1 inh	tim23-1 inh	UPR XBP1 act
Cc1[nH]c(=O)[nH]c(=O)c1S(=O)(=O)NCCOC12CC3CC(CC(C3)C1)C2	-6	0.1	19	8	-8	-13	1	2
CCOC(=O)c1cc(-c2ccccc2)sc1NC(=S)Nc1cccc(C)n1	7	2.2	12	5	-10	6	-5	1
CC1(C)CC(=O)C(C2=NC3(CCCCC3)Cc3ccccc32)=C(O)C1	7	-0.9	-8	6	5	23	16	-2
Cc1nc2ccccc2n1CCc1nc2c3ccccc3nc(SCC(=O)NCc3ccco3)n2n1	3	1.5	13	9	-2	17	9	0
CCCOc1c(Br)cc(C(=O)NCC)cc1OC	-7	0.3	3	-5	1	-4	6	0
C[C@H](NC(=O)OC(C)(C)C)C(=O)NCC1CCC(C(=O)O)CC1 (stereo partly drawn)	3	1.0	-26	12	12	5	1	0
Cc1ccc(NC(=O)N/C=C/c2ccco2)c(C)c1	3	-2.4	6	3	4	18	7	7
CNC(=O)c1c(NC(=O)c2cccc(N3C(=O)CCC3=O)c2)sc2c1CCC2	5	9.8	36	1	4	7	-9	5
O=C(O)COc1ccccc1/C=N/NC(=O)CNC(=O)c1ccc(F)cc1	12	-1.1	-8	-14	14	-7	18	-2
COC(=O)CN(c1nc(C)c(Cl)c(OC)n1)S(=O)(=O)c1ccc(C)cc1	6	-1.6	-3	24	-1	28	40	-3
COc1ccccc1CN(C)CC(=O)Nc1cccc(S(=O)(=O)N2CCCC2)c1	-6	0.1	30	7	9	15	24	-4
COc1ccc(S(=O)(=O)N(C)C)cc1NC(=O)CSc1ncccn1	5	-1.1	-8	3	4	-3	11	-1
O=C(O)Cc1sc(Nc2ccc(Cl)cc2)nc1-c1cccs1	-10	2.6	-10	21	-24	35	27	-4
NC(=O)C1CCN(c2nc3c(S(=O)(=O)c4ccccc4)nnn3c3ccccc23)CC1	1	1.7	9	1	3	9	8	0
COC(=O)CN1C(=O)[C@H]2[C@@H](C3CC3)N3C(=O)CN(Cc4ccc(-c5ccccc5)cc4)C(=O)[C@@]3(Cc3ccccc3)[C@H]2C1=O	8	2.1	20	-5	3	6	14	2
CC(Oc1ccc(Br)cc1)C(=O)O/N=C(\N)c1ccncc1 (stereo not drawn)	-5	-1.7	26	8	2	-20	-28	-4
CC(C)CN(CC(C)C)C1=N/C(=C\c2ccco2)C(=O)N1c1ccccc1	3	0.3	-6	23	12	31	38	-3
COCCSc1nnc(NS(=O)(=O)c2ccccc2)s1	19	-0.9	7	7	7	-5	-19	-3
C/C=C/c1ccccc1OCc1ccc(C(=O)O)o1	-9	0.9	7	-8	-13	12	0	-1
Cc1ccc(C)c(S(=O)(=O)N2CCCC2CNC(=O)C(=O)NCc2ccccn2)c1 (stereo not drawn)	-4	0.7	5	14	-4	38	24	0
Cc1ccc(-c2c(C(=O)N/N=C/c3cccc(Cl)c3)nnn2-c2nonc2N)cc1	1	1.1	34	-15	4	-15	-5	-2
COc1ccc(NC(=O)CN(C)S(=O)(=O)c2ccc(C)cc2)c([N+](=O)[O-])c1	13	0.2	-13	7	21	11	-2	-1
O=S(=O)(NCCCN1CCN(c2ccccc2F)CC1)c1cccc2cccnc12	1	-0.4	10	0	7	-23	-2	-3
COc1ccc(S(=O)(=O)N2CCCCCC2)cc1C(=O)OC(C)C(N)=O (stereo not drawn)	0	1.1	28	5	3	17	4	-2
c1ccc(-c2nc(NCC3CCCO3)c3ccccc3n2)nc1 (stereo not drawn)	4	24	13	-4	-19	16	-29	9
CC(C)(C)n1nnnc1C(c1cccnc1)N1CCN(c2ccccn2)CC1 (stereo not drawn)	-3	-1.2	15	-24	13	-14	-77	-5
CCn1c(=O)c2ccccc2n2c(SCC(=O)N3CCc4ccccc4C3)nnc12	-38	0.7	-12	18	-32	13	17	0
SMILES	Jurkat NFkB inh	UPR CHOP act	Mdm2-MdmX inh	TIM10 inh	697 NFkB inh	tim10-1 inh	tim23-1 inh	UPR XBP1 act
O=[N+]([O-])c1cc(S(=O)(=O)NCCN2CCOCC2)ccc1Cl	9	0.1	16	-27	11	-31	-27	-1
O=C(NCc1ccc(Cl)cc1)c1nccnc1CO	-8	-3.2	-17	0	-6	13	5	-2
CC(=O)c1ccc(NC(=O)CCCN2C(=O)/C(=C/C(C)=C/c3ccccc3)SC2=S)cc1	-9	1.5	30	13	15	34	21	-1
O=S(=O)(Nc1nnc(C2CC2)s1)c1ccccc1	-4	2.0	24	9	11	-12	11	1
Cc1nnc(SCC(=O)NNC(=O)c2ccccc2)n1N	8	-0.2	-3	-3	7	8	24	-1
O=C(O)c1ccc(-c2nc3ccccc3[nH]2)cc1	1	1.0	-10	5	-22	0	14	-2
Cc1ccc(NC(=O)C(C)OC(=O)CCNS(=O)(=O)c2ccc(C)cc2)cc1 (stereo not drawn)	4	1.2	-8	-12	-10	25	0	-2
CCOC(=O)C1=C(COC(=O)/C=C/c2cccc([N+](=O)[O-])c2)NC(=O)NC1C (stereo not drawn)	0	0.0	9	-1	10	0	3	4
COc1ccc(C(=O)N(C)Cc2ccccc2F)cc1S(=O)(=O)N1CCCC1	-12	-1.1	5	-10	5	7	6	-3
Cc1cc(NC(=O)CSc2nnc(-c3ccncc3)n2-c2ccc(F)cc2)no1	-11	-2.0	-4	2	0	12	6	-3
Cc1ccc(NC(=O)CN(C)C(=O)Cn2cc(C(F)(F)F)cc(Cl)c2=O)cc1	-9	6.0	-15	-17	-13	7	-3	-1
CC/C(=N/O)C(=O)c1ccc(Br)cc1	-17	-1.3	34	-24	2	-7	7	-1
Cc1cc(C(F)(F)F)nc(-n2cc(-c3cccc(N)c3)nn2)n1	-15	1.1	-2	18	17	12	13	5
Cc1ccc(C(=O)NCCNC(=O)c2ccco2)cn1	5	-0.7	7	-1	1	-9	7	-2
CCc1nc2nc(C)c(NS(=O)(=O)c3ccc(Cl)cc3)c(=O)n2[nH]1	2	-2.9	-10	-6	-8	8	11	-2
CC1CC(N(C(=O)C2CC2)c2ccccc2)c2ccccc2N1C(=O)C1CC1 (stereo not drawn)	1	0.3	8	22	-2	19	28	3
O=C(COc1ccccc1Cl)Nc1cccc(S(=O)(=O)N2CCCC2)c1	10	4.1	16	21	-6	16	41	3
Nc1ncnc2c1ncn2[C@@H]1O[C@H](CNCc2ccc(OCC(=O)Nc3nccs3)cc2)[C@@H](O)[C@H]1O	5	0.3	8	1	-1	-18	-2	1
COc1ccc(-n2c(=S)[nH]c3cc(C(=O)Nc4ccc(F)cc4)ccc3c2=O)c(OC)c1	15	1.9	14	9	31	7	8	2
Cc1cccc2cc3c(N)c(C(=O)N4CCc5ccccc54)sc3nc12	-16	-0.1	30	18	-10	28	32	-3
COc1ccccc1CNC(=O)[C@@H](NC(=O)C1CCN(C(=O)[C@@H]2CCCN2C(=O)OC(C)(C)C)CC1)C(C)C	-8	-1.7	-17	9	-6	10	18	1
CCCCN(Cc1cc2cc(C)ccc2[nH]c1=O)C(=O)c1ccccn1	-13	-1.3	28	1	17	-2	12	-2
COc1ccc(NC(=O)C2CCC(CNS(=O)(=O)c3cccs3)CC2)cc1OC (stereo not drawn)	1	-0.7	-22	7	15	-9	0	-3
CN1C(=O)CC(C(=O)Nc2ccccc2F)SC1=Nc1ccc2c(c1)OCO2 (stereo not drawn)	-11	-1.0	-17	13	-9	5	6	-1
Cc1ccc(S(=O)(=O)NCC2CCC(C(=O)NCCCN3CCOCC3)CC2)cc1 (stereo not drawn)	-2	2.0	29	-8	3	-10	-5	-2
CCc1ccc(Oc2ncnc(N)c2[N+](=O)[O-])cc1	0	-2.3	13	5	-2	-5	27	-3
